RNase H inhibition = RNase H inhibition, HIV 1 Gag Pol polyprotein, FRET biochemical assay, screening (AID 372) | HIV-1 RT RNase H, FRET RNA/DNA substrate fluorescence; higher % means a stronger effect | inhibition, % at 10 µM; hits with a dose series show IC50 in µM | 100,000 tested, 0.77% active; in the data active = inhibition above about 50%
Starred values were filed as active, the others as inactive. A portion of the library, so the mix of outcomes need not match the whole.

SMILES	RNase H inhibition
Cc1ccc(N[C@@H]2C[C@H](O)[C@@H](CO)O2)cc1[N+](=O)[O-]	11%
OCCc1ccc(-c2ccc(Cl)cc2)o1	20%
CN1c2ccccc2C(C)(C)C12C=Cc1ccc([N+](=O)[O-])cc1O2 (stereo not drawn)	11%
CCOC(=O)C1=C(C)N=c2s/c(=C\c3ccc(F)cc3)c(=O)n2C1c1ccc(Cl)cc1 (stereo not drawn)	3%
O=C(CCc1ccccc1)N1CCCCCC1	25%
CC(Cc1ccccc1)NC(=O)c1ccccc1NC(=O)c1ccco1 (stereo not drawn)	17%
COc1ccccc1C/C(N)=N/OC(=O)/C=C/c1ccccc1	15%
C/C(=N\NC(=O)c1ccc2c(c1)OCO2)c1ccc(NC(=O)CCCC(=O)O)cc1	5%
COc1cccc(-c2csc(/C(C#N)=C/c3ccc(C)o3)n2)c1	22%
O=C(Nc1ccc(Cl)c(F)c1)c1cnn2c1NC(c1ccc(Br)cc1)CC2C(F)(F)F (stereo not drawn)	7%
O=[N+]([O-])c1ccc(C=Nc2ccc(Br)cn2)o1	16%
CCOC(=O)c1c(NC(=O)c2ccccc2[N+](=O)[O-])sc2c1CCCC2	13%
O=C(COc1ccc([N+](=O)[O-])cc1)Nc1cc(Cl)cc(Cl)c1	6%
O=C(CC1CCCCC1)NC1CCCCC1	1%
CC(=O)Oc1cccc(N2C(=O)c3ccc(-c4nc5ccccc5c(=O)o4)cc3C2=O)c1	24%
Oc1ccc(Br)cc1CN1CCN(CC2CC3C=CC2C3)CC1 (stereo not drawn)	8%
COc1ccc(OC)c(NC(=S)Nc2ccc(F)cc2)c1	10%
CC(C)(C)c1cc2c(c(C(C)(C)C)c1)OC(c1ccco1)N2 (stereo not drawn)	9%
CC1=NN(c2ccccc2)C(=O)/C1=C\c1cccc(O)c1	4%
Cc1onc(-c2c(Cl)cccc2Cl)c1C(=O)N1CC(C)CC(C)C1 (stereo not drawn)	21%
COc1ccc(NC(=O)CN(c2ccc(C)cc2)S(=O)(=O)c2ccc(F)cc2)cc1Cl	8%
Cc1ccccc1NS(=O)(=O)c1cc2c(c([N+](=O)[O-])c1)-c1c(cc(S(=O)(=O)Nc3ccccc3C)cc1[N+](=O)[O-])C2=NO	31%
Cc1ccc(-c2cc(C(F)(F)F)n3nc(C(=O)NCc4cccs4)cc3n2)cc1	12%
Cc1cccc(-n2c(O)c(C3=c4ccccc4=NC3=O)sc2=O)c1	5%
CC(C)(C)NCC(=O)Nc1ccc(S(N)(=O)=O)cc1	15%

Two records drawn at random from those above:
SMILES	RNase H inhibition
Oc1ccc(Br)cc1CN1CCN(CC2CC3C=CC2C3)CC1 (stereo not drawn)	8%
Cc1cccc(-n2c(O)c(C3=c4ccccc4=NC3=O)sc2=O)c1	5%

Following part:
SMILES	RNase H inhibition
CCOC(=O)C1=C(c2ccccc2)N=C2SCC(=O)N2C1c1cccs1 (stereo not drawn)	3%
O=C1C(=O)N(Cc2ccc(Cl)c(Cl)c2)c2ccccc21	0%
COc1ccc(C2CC(=O)C3=C(C2)NC(C)=C(C(=O)OCCc2ccccc2)C3c2ccc(Cl)cc2Cl)cc1 (stereo not drawn)	5%
O=C(CSc1nnc(SCC(=O)NC2CCCC2)s1)NC1CCCC1	2%
N#Cc1c(NCc2ccccc2)ncc2c1Nc1ccccc1C2	5%
O=C(CSc1nnnn1-c1cccc(Cl)c1)Nc1ccc(Cl)cc1	2%
Cc1ccc(N2C(=O)NC(=O)/C(=C\c3ccc(Br)o3)C2=O)cc1C	9%
O=C(NC12CC3CC(CC(C3)C1)C2)c1ccc(S(=O)(=O)N2CCOCC2)cc1	6%
COc1cccc(OCCOc2ccc(C)cc2[N+](=O)[O-])c1	19%
CCCCN=Cc1c(O)n(C)c(=O)n(C)c1=O	5%
CC(=O)Oc1ccc2c(=O)c(-c3ccccc3Cl)c(C)oc2c1	4%
COc1cccc(N/C=C(\C#N)c2nc(-c3ccc(O)c(OC)c3)cs2)c1	13%
O=C1N=c2ccc(Br)cc2=C1c1sc(=S)n(C(Cc2ccccc2)C(=O)O)c1O (stereo not drawn)	0%
NNC(=O)C1c2ccccc2Oc2ccccc21	5%
Cc1cc(C)cc(NC2=NC3(CCCCC3)N=C(N)N2)c1	2%
COC(=O)c1ccc(/C=N/N=C2\C(=O)Nc3ccccc32)cc1	6%
COc1ccc(/C(O)=C/C(=O)C(F)(F)F)cc1	8%
Cn1c(-c2cccs2)[n+](C)c2ccccc21	16%
O=C(Nc1ccccc1C(=O)N1CCOCC1)c1ccccc1F	6%
O=C(Nc1ccc(S(=O)(=O)N2CCc3ccccc32)cc1)c1ccc(Cl)cc1	13%
O=C1c2ccc(Oc3ccc4c(c3)C(=O)N(CCCO)C4=O)cc2C(=O)N1CCCO	10%
O=C(C1CCCO1)N1CCN(C(c2ccccc2)c2ccccc2)CC1 (stereo not drawn)	8%
NC(=O)c1ccccc1N=Cc1cc([N+](=O)[O-])ccc1Cl	0%
C/C(=N\Nc1nc(C)cc(=O)[nH]1)c1c(F)c(F)c(F)c(F)c1F	10%
Cc1nc(=O)c(-c2ccccc2)c(C)n1CCO	8%

(list continues)
SMILES	RNase H inhibition
O=C(OCC(=O)c1cccs1)c1ccccc1	30%
CCc1cccc(CC)c1NC(=O)Cn1c(=O)sc2ccccc21	11%
Cc1ccc(C(=O)N/C(=C/c2cccnc2)C(=O)Nc2cccc(Br)c2)cc1	14%
Cc1ccc(Cl)cc1NC(=O)CN(c1cccc(Cl)c1)S(C)(=O)=O	10%
CCOc1cc(/C=N/NC(=O)c2cccs2)ccc1OCc1ccc([N+](=O)[O-])cc1	7%
O=C(c1ccc(Cl)cc1)N1CCN(c2ccc([N+](=O)[O-])c(Sc3cccc4cccnc34)c2)CC1	0%
CCOC(=O)C1=C(C)N=c2s/c(=C/c3ccc(-c4cccc(Cl)c4)o3)c(=O)n2C1c1ccc2c(c1)OCO2 (stereo not drawn)	41%
Cc1ccc(Nc2nc3ccccc3nc2NS(=O)(=O)c2cccc(-n3cnnn3)c2)cc1	10%
Cc1ccc(S(=O)(=O)N/N=C/c2ccccc2OS(=O)(=O)c2ccc([N+](=O)[O-])cc2)cc1	3%
Oc1ccc(C=Nc2cccnc2)cc1	11%
CCOC(=O)c1c(C)oc2cc(Br)c(O)c(C=O)c12	0%
O=c1[nH]n(-c2ccccc2)c(=O)c(Cl)c1Cl	4%
CCN(CC)c1ccc(/C=C2\SC(=S)N(C3CCS(=O)(=O)C3)C2=O)cc1 (stereo not drawn)	6%
Cc1cc(C)cc(N2C(=O)NC(=O)/C(=C\c3ccc(Cl)cc3)C2=O)c1	0%
Cc1cc(-c2ccc(NC(=O)c3ccc([N+](=O)[O-])cc3)c(C)c2)ccc1NC(=O)c1ccc([N+](=O)[O-])cc1	6%
Cc1ccc2oc(-c3ccc(NC(=O)c4cc5ccccc5o4)cc3)nc2c1	9%
CCOC(=O)c1c(N)sc(C(=O)N(C)C)c1C	9%
CCCC1=C(C(=O)OCC)C(c2cccc([N+](=O)[O-])c2)NC(=O)N1C (stereo not drawn)	2%
CCOc1ccccc1OCCOc1ccc(C)cc1OC	7%
O=C(N/N=C\c1cc(Cc2ccccc2Cl)ccc1O)c1cncc(Br)c1	19%
Cc1ccc(-c2nc3cc(NC(=O)c4ccc(Cl)cc4)ccc3o2)cc1	18%
COc1ccc(S(=O)(=O)NCc2ccccc2C)cc1OC	2%
Cc1cc(NC(=O)c2cccc([N+](=O)[O-])c2)ccc1-c1cc2ccccc2oc1=O	12%
O=C1/C(=C/c2ccc(-c3cc(Cl)ccc3Cl)o2)SC(=S)N1Cc1ccco1	28%
COc1ccc(C(=O)Nc2cccc(C(=O)Nc3cccc(Cl)c3)c2)cc1	7%

Three entries from above, bar-delimited:
canonical_smiles | RNase H inhibition
CC(C)(C)NCC(=O)Nc1ccc(S(N)(=O)=O)cc1 | 15%
O=C(C1CCCO1)N1CCN(C(c2ccccc2)c2ccccc2)CC1 (stereo not drawn) | 8%
CCN(CC)c1ccc(/C=C2\SC(=S)N(C3CCS(=O)(=O)C3)C2=O)cc1 (stereo not drawn) | 6%

Some of these compounds in order of SMILES length, low to high.
SMILES	RNase H inhibition
O=C(OCC(=O)c1cccs1)c1ccccc1	30%
CCOC(=O)c1c(N)sc(C(=O)N(C)C)c1C	9%
COc1ccc(S(=O)(=O)NCc2ccccc2C)cc1OC	2%
Cc1ccc(C(=O)N/C(=C/c2cccnc2)C(=O)Nc2cccc(Br)c2)cc1	14%
CCCC1=C(C(=O)OCC)C(c2cccc([N+](=O)[O-])c2)NC(=O)N1C (stereo not drawn)	2%
Cc1ccc(S(=O)(=O)N/N=C/c2ccccc2OS(=O)(=O)c2ccc([N+](=O)[O-])cc2)cc1	3%
Cc1cc(-c2ccc(NC(=O)c3ccc([N+](=O)[O-])cc3)c(C)c2)ccc1NC(=O)c1ccc([N+](=O)[O-])cc1	6%

(further entries)
SMILES	RNase H inhibition
Cc1cc(C)c2oc(-c3ccc(NC(=O)Cc4ccccc4)cc3)nc2c1	12%
O=C(CSc1nnc(-c2cccc(Cl)c2)n1-c1ccccc1)c1cccc([N+](=O)[O-])c1	19%
COc1ccc(C(=O)CN2CCN(C(=O)C3CC3)CC2)cc1	3%
CN(C)c1ccc(C2/C(=C(/O)c3ccc(Cl)cc3)C(=O)C(=O)N2C)cc1 (stereo not drawn)	4%
N=c1c2c3c(sc2ncn1CCO)CCCC3	0%
Cc1cc(Nc2ccccc2Cl)c2cccc(C)c2n1	16%
Cc1ccc(NC(=O)C(=O)NCc2ccc3c(c2)OCO3)cc1	4%
O=C(Nc1ccc(Cl)cc1Cl)c1ccc(Cl)cc1	3%
CC(C)N1C(=O)/C(=C/c2nc3ccccc3c(=O)[nH]2)c2ccccc21	44%
O=C(/C=C/c1ccc([N+](=O)[O-])cc1)c1c(-c2ccccc2)c2cc(Br)ccc2[nH]c1=O	23%
Cc1ccc(C(C)C)c(OCCNS(C)(=O)=O)c1	0%
O=C(O)C(Cc1ccccc1)N1C(=O)/C(=C/c2cccc([N+](=O)[O-])c2)SC1=S (stereo not drawn)	4%
C=CCn1c(=N)n(CC(O)c2ccc(OCC)cc2)c2ccccc21 (stereo not drawn)	11%
CC1(C)NC(C)(C)/C(=N\O)C(=NO)/C1=N\O	0%
CCOc1cc(C=C2C(=O)NC(=O)NC2=O)ccc1OC(=O)c1ccc(Cl)cc1	43%
N#C/C(=N\Nc1ccc(F)cc1)C(=N)N1CCCCC1	5%
CCOC(=O)c1c(-c2ccc(Cl)cc2)csc1NC(=O)COc1ccc(OC)cc1	10%
O=C(Cc1ccc(F)cc1F)Nc1ccc(Cl)cc1	15%
O=C(NC(c1ccc2ccccc2c1)c1ccc2cccnc2c1O)c1ccccc1 (stereo not drawn)	12%
Cc1ccc2c(c1)c1c3n2CCN(C(C)c2ccccc2)C3CCC1 (stereo not drawn)	0%
O=C(Nc1ccc2oc(-c3ccccc3)nc2c1)c1ccccc1I	15%
O=C(Nc1cccc(C(F)(F)F)c1)c1ccc(C(=O)c2ccccc2)o1	0%
CC1=C(C(=O)OCC2CCCO2)C(c2ccc(Cl)cc2Cl)C2=C(CC(C)(C)CC2=O)N1 (stereo not drawn)	8%
CCOc1cccc(N2C(=O)/C(=C/c3ccc(-c4ccccc4C(=O)O)o3)C(=O)NC2=S)c1	11%
CC(=O)Nc1ccc(S(=O)(=O)Nc2ccc(Cl)c(C(F)(F)F)c2)cc1	5%
CN(/N=C\c1ccc(Br)cc1)c1nc(-c2ccccc2)cc(-c2ccc(Br)cc2)n1	5%
O=C(Nc1cccc(-c2nc3ccccc3[nH]2)c1)c1ccc(Cl)c([N+](=O)[O-])c1	30%
CCc1ccc(NC(=O)C2CCCCC2C(=O)O)cc1 (stereo not drawn)	13%
O=C(/C=C/c1ccccc1)NC(=S)Nc1cccc(-c2nc3ncccc3o2)c1	9%
